# G9a block = qHTS Assay for Inhibitors of Histone Lysine Methyltransferase G9a | Histone-lysine N-methyltransferase EHMT2 (Homo sapiens), Q96KQ7 | G9a H3K9 monomethylation, AlphaScreen, 2 h | Potency, µM (doses to about 102 µM), without a hit: at the highest dose activity, negative = inhibition, most hits filed as inhibitors | 8.8% of 350,000 active | AID 504332, 2011; also: % is scaled to controls: 0 for no effect and ±100 for the full control effect; nearly all actives have a fitted effect of over 75% in size
#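 AlphaScreen read-out: biotin-H3K9 peptide (500 nM) methylation by 20 nM enzyme with 20 uM SAM, 2 h at room temperature after 15 min compound preincubation; anti-monomethyl H3K9 antibody plus donor/acceptor beads, 10 min dark.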
# BLM helicase inh = qHTS Assay for Inhibitors of Bloom's syndrome helicase (BLM) | RecQ-like DNA helicase BLM (Homo sapiens), P54132 | recombinant BLM DNA unwinding, fluorescence dequenching | Potency, µM (highest dose often 56.1 µM), for the others: top-dose activity change, negative = inhibition, actives largely listed as inhibitors | 0.2% of 350,000 active;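 also: plate controls were vehicle for no effect and no enzyme for full effect; nearly all actives have a fitted effect of over 35% in size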
# Target sequence (P54132 whole entry, looked up): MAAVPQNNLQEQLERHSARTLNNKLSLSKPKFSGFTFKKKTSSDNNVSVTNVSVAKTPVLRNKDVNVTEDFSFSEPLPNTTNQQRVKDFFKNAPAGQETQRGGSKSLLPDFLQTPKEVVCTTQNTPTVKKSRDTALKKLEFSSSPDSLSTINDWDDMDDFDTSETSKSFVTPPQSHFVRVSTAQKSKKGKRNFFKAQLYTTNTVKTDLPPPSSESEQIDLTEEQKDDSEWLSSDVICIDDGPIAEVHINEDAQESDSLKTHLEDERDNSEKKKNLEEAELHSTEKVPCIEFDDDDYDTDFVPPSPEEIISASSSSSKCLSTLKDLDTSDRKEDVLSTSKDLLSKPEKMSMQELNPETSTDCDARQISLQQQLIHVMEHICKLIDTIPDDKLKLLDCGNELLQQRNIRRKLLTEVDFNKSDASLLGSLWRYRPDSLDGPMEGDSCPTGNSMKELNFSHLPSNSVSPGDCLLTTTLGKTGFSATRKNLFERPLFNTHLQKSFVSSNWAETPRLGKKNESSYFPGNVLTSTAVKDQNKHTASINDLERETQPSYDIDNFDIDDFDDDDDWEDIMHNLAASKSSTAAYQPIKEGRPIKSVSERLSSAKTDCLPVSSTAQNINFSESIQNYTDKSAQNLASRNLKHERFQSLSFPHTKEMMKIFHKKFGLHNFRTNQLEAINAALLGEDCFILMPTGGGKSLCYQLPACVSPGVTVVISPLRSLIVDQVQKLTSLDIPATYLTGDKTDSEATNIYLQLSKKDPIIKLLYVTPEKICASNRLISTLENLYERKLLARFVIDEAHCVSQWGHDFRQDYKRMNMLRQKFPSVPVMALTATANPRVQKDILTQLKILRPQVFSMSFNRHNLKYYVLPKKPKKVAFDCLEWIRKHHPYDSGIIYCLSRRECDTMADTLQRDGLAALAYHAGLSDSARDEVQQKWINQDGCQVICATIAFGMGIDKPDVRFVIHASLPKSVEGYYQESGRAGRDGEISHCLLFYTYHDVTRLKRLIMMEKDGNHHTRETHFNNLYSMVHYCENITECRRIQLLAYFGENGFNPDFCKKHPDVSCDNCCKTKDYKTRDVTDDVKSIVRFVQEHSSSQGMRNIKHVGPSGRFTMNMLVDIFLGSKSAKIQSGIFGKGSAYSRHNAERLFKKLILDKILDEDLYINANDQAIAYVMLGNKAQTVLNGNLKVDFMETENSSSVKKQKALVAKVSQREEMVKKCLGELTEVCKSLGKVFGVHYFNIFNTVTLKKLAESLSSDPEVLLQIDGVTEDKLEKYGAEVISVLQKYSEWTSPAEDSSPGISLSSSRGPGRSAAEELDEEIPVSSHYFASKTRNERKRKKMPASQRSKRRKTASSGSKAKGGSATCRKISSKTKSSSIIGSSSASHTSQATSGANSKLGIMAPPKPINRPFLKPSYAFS
# JMJD2A Tudor = qHTS Assay for Inhibitors of JMJD2A-Tudor Domain; AlphaScreen JMJD2A-Tudor / H3K4me3 peptide binding; Potency, µM (doses to about 114 µM), for the others: top-dose activity change, negative = inhibition, hits mostly inhibitors; 4.4% of 390,000 active; also: % is scaled to controls: 0 for no effect and ±100 for the full control effect; nearly all actives have a fitted effect of over 50% in size
# APEX1 inh = qHTS Assay for Inhibitors of the Human Apurinic/apyrimidinic Endonuclease 1 (APE1); recombinant APE1, TAMRA/BHQ-2 abasic DNA cleavage fluorescence; Potency, µM (top dose mostly 65.8 µM), for inactives: at the highest dose activity change, negative = inhibition, most hits filed as inhibitors; 0.35% of 350,000 active; AID 2517, 2012;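 also: plate controls were vehicle for no effect and reference inhibitor for full effect; nearly all actives have a fitted effect of over 55% in size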
#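 Compound pre-exposure to 0.75 nM APE1, 15 min at ambient temperature. Reaction initiated with 50 nM TAMRA/BHQ-2 THF substrate, read immediately in kinetic mode, 525 nm excitation, 598 nm emission.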
# Pol eta inh = qHTS for Inhibitors of Polymerase Eta. DNA polymerase eta (Homo sapiens), Q9Y253. recombinant Pol eta, fluorescent DNA replication assay. Potency, µM (titrated, usually from 114 µM), inactives show at the highest dose activity change, negative = inhibition, hits mostly inhibitors. 1.2% of 390,000 active. AID 588591, 2011; also: % is scaled to controls: 0 for no effect and ±100 for the full control effect
#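 Pol eta at 10 nM preincubated with compounds 15 min at room temperature; reaction started with fluorescent substrate (50 nM final) and read kinetically at 0 and 10 min.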
# BAZ2B inh = qHTS Assay for Inhibitors of BAZ2B | Bromodomain adjacent to zinc finger domain protein 2B (Homo sapiens), Q9UIF8 | AlphaScreen BAZ2B-H3K14Ac peptide displacement | Potency, µM (series often up to 114 µM), for inactives: at the top dose activity change, negative = inhibition, actives largely listed as inhibitors | 4.4% of 360,000 active | AID 504333, 2011; also: % is scaled to controls: 0 for no effect and ±100 for the full control effect; nearly all actives have a fitted effect of over 60% in size
#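 In this displacement format the biotinylated H3(5-23) peptide acetylated at Lys14 serves as ligand at 50 nM, with BAZ2B at 50 nM in PBS pH 7.4 containing 0.01% Tween-20. Donor and acceptor beads are 10 ug/mL final.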
# POLB inh = qHTS Assay for Inhibitors of DNA Polymerase Beta; P06746; Pol beta primer extension/strand displacement, fluorescence kinetic; 1.3% of 340,000 active; Potency, µM (highest dose often 114 µM), inactives show top-dose activity change, negative = inhibition, most hits filed as inhibitors; AID 485314, 2010; also: % is scaled to controls: 0 for no effect and ±100 for the full control effect
#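 Kinetic readout of DNA synthesis with strand displacement by Pol beta. Compound and 10 nM enzyme sit 15 min at room temperature; 50 nM substrate starts the reaction, read immediately and at 10 min.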
# Pol kappa inh = qHTS for Inhibitors of Polymerase Kappa; purified Pol kappa, fluorescent DNA synthesis assay, 10 min; Potency, µM (doses to about 107 µM), inactives show at the top dose activity, negative = inhibition, usual class: inhibitors; DNA polymerase kappa (Homo sapiens), Q9UBT6; 0.53% of 400,000 active; also: % is scaled to controls: 0 for no effect and ±100 for the full control effect
#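 Pol kappa 10 nM + cpd, 15 min RT; start w/ substrate 50 nM final; fluorescence kinetic read, 0 and 10 min. Neg ctrl: buffer, no enzyme.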
# Pol iota inh = qHTS for Inhibitors of Polymerase Iota. Pol iota fluorescent replication assay, 10 min. DNA polymerase iota (Homo sapiens), Q9UNA4. 1% of 390,000 active. Potency, µM (series often up to 115 µM), for inactives: at the highest dose activity, negative = inhibition, actives largely listed as inhibitors
#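 Pol iota at 10 nM preincubated 15 min with compounds at room temperature; reaction started with fluorescent substrate, 50 nM final. Fluorescence read kinetically at 0 and 10 min; buffer-only wells as negative control.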
# * = called active by the depositor; ? = inconclusive; . = no result given; [ ] = dose if it differs, or a comment. Calls follow the shape of the dose curve; as a rule, active = well fitted curve in the direction sought with a large enough effect; inconclusive = small, poorly fitted or top-dose-only effect, or another doubt; inactive = no such curve, though single readings can be large; an effect the other way counts as inactive or inconclusive. Potency is read from the fitted curve at half-maximal effect. This is a subset (hit frequency here may not be typical).
# Values run as follows: Pol eta inh | G9a block | APEX1 inh | BAZ2B inh | Pol iota inh | Pol kappa inh | JMJD2A Tudor | BLM helicase inh | POLB inh
- O=C(O)c1c[nH]c2ccc(S(=O)(=O)N3CCN(c4ccc(F)cc4)CC3)cc2c1=O
 : 89µM* | ? | -9% | ? | ? | ? | ? | -19% | 20µM*
- O=c1[nH]c2ccc(Br)cc2c(-c2ccccc2)c1N1CCOCC1
 : -4% | -44%[59 µM] | 7% | -2% | 4% | -7% | -10% | -7% | 6%
- Cc1ccc(N2C(=O)c3oc4ccccc4c(=O)c3C2c2cccc(O)c2)nc1 (stereo not given)
 : -23% | . | . | . | -29% | 5% | -20% | . | .
- N#CCc1nc(-c2cc3ccccc3oc2=O)cs1
 : 3% | -4% | -6% | -10% | 5% | -5% | 1% | 1% | 0%
- C/C(CC(=O)Nc1cccnc1)=N\NC(=O)C(=O)NC(C)C
 : -12% | . | -2% | 2% | 4% | 20% | -1% | -1% | -21%
- COCC(=O)N1CCC(Oc2ccc(C(=O)N3CCSCC3)cc2)CC1
 : -7% | 24% | 20% | -8% | 9% | -12% | -9% | -1% | -13%
- Cc1ccc(CNC(=O)CCNC(=O)Cn2ccc3ccccc3c2=O)cc1
 : 6% | 24% | -4% | -7% | 33%[activator] | -7% | -17% | -2% | -10%
- CC(C)NC[C@H](O)c1ccc(NS(C)(=O)=O)cc1
 : . | -44%[21.5 µM] | -5% | . | . | -12%[19.4 µM] | . | 2% | .
- CCC12CC3CC(C1)CC(C(=O)NNC(N)=O)(C3)C2
 : -14% | . | 14% | 1% | 7% | -6% | -8% | -5% | 16%
- Cc1cccnc1N(C(=O)Nc1cccc(Cl)c1)C1=NCC(C)(C)S1
 : -18% | ? | -3% | 7% | 9% | 2% | -13% | 2% | -6%
- CN(C)C(=S)SCC(=O)Nc1cccc(C(F)(F)F)c1
 : -21% | 6%[59 µM] | -1% | 1% | 22% | 7% | -13% | -4% | 0%
- CC1CCc2nc3ccc(S(=O)(=O)N4CCC(C(=O)NC(C)c5ccccc5)CC4)cc3c(C(=O)O)c2C1 (stereo not given)
 : -15% | 50µM* | -1% | ? | 11% | -27% | -28% | -6% | ?
- CN(/N=C/c1ccccc1O)C(=S)c1ccccc1
 : -21% | . | -14% | ? | 78%[activator] | -5% | ? | -6% | 9%
- O=C(Cn1c(=O)oc2ccccc21)N1CCCC1
 : -15% | 0% | 59%[activator] | -12% | 27% | -12% | -12% | 2% | 20%
- O=c1cc(N2CCC3(CC2)OCCO3)[nH]c(=O)n1-c1ccc(Br)cc1
 : -9% | 16%[59 µM] | 2% | 8% | 9% | -9% | -6% | 5% | 31%
- Cc1c(Cl)c(C(F)(F)F)nn1CC(=O)NCc1ccccc1
 : -7% | -7%[59 µM] | 7% | 8% | -1% | -6% | -13% | -1% | -5%
- O=C(CSc1ccccn1)Nc1ccc(N2CCOCC2)cc1
 : -17% | 32µM* | -4% | -25% | 136%[activator] | -4% | ? | -1% | 21%
- O=C1NC(=O)/C(=C\c2ccc(Cl)cc2Cl)N1
 : -4% | . | . | . | -6% | -15% | -15% | . | .
- COC(=O)c1ccccc1NC(=O)Cn1cc(Br)cn1
 : -9% | -12% | -1% | 4% | -1% | -4% | -7% | 1% | 4%
- Oc1ccc(C=NCCc2ccccc2)cc1
 : -20% | 25% | 20% | -9% | 13% | -7%[60.1 µM] | 1% | -2% | 17%

# Record cards, from the list above.
# Profile of Cc1ccc(CNC(=O)CCNC(=O)Cn2ccc3ccccc3c2=O)cc1 = Pol eta inh: 6%; G9a block: 24%; APEX1 inh: -4%; BAZ2B inh: -7%; Pol iota inh: 33%[activator]; Pol kappa inh: -7%; JMJD2A Tudor: -17%; BLM helicase inh: -2%; POLB inh: -10%
# Profile of O=C(O)c1c[nH]c2ccc(S(=O)(=O)N3CCN(c4ccc(F)cc4)CC3)cc2c1=O = Pol eta inh: 89µM*; G9a block: ?; APEX1 inh: -9%; BAZ2B inh: ?; Pol iota inh: ?; Pol kappa inh: ?; JMJD2A Tudor: ?; BLM helicase inh: -19%; POLB inh: 20µM*

# (listing goes on)
# Values run as follows: Pol eta inh | G9a block | APEX1 inh | BAZ2B inh | Pol iota inh | Pol kappa inh | JMJD2A Tudor | BLM helicase inh | POLB inh
- COc1ccc(N2C(=O)CC(NNc3ncc(Cl)cc3Cl)C2=O)cc1 (stereo not given)
 : -3% | ? | 18% | ? | 14% | -11% | ? | -3% | 24%
- COc1ccc(C2C3=C(CCCC3=O)N(CC(=O)O)C3=C2C(=O)CCC3)cc1
 : -7% | -19% | -3% | 9% | -18% | -1% | -21% | -1% | -4%
- O=C(Cn1c(NCCO)nc2ccccc21)NCCc1ccc(F)cc1
 : -16% | . | 6% | 0% | -6% | -9% | -10% | -4% | 33%
- CCOC1=C(C#N)CC2(CC1)c1ccccc1-c1ccccc12
 : -24% | . | . | . | 15% | 2% | 14% | . | .
- Cc1cc(C)n(Cc2ccc(C(=O)N/N=C/c3ccc(-c4ccc([N+](=O)[O-])cc4)o3)o2)n1
 : 6.3µM* | -24% | 2.7µM* | 20µM* | 10µM* | 25µM* | 50µM* | 16µM* | 2µM*
- O=c1ccn(Cc2ccccc2)c(SCc2ccccc2)n1
 : -3% | . | . | . | 13% | 0% | -10% | . | .
- Cc1ccc(S(=O)(=O)NC(=O)NCc2ccccn2)cc1
 : 1% | -39% | 0% | ? | 18% | -15%[60.1 µM] | -22% | -1% | -10%
- C=C1CCC[C@]2(C)C[C@H]3OC(=O)C(CNCC(C)C)[C@H]3CC12 (stereo not given in full)
 : 8% | -2%[12.7 µM] | -3% | -4% | 13% | 11% | -11% | -1% | 0%
- Cc1ccc(C(=O)NCC(c2ccco2)N2CCc3ccccc3C2)cc1 (stereo not given)
 : -8% | 27%[2.33 µM] | 9% | 0% | 22% | -20% | -21% | . | .
- Cc1cc(C)nc(/N=C(\N)Nc2cccc(OCc3ccccc3)c2)n1
 : -9% | -23% | 1% | -25% | 23% | -1% | -23% | 80%[activator] | 28%

# Three entries from above, ordered by molar mass, falling:
# Values run as follows: Pol eta inh | G9a block | APEX1 inh | BAZ2B inh | Pol iota inh | Pol kappa inh | JMJD2A Tudor | BLM helicase inh | POLB inh
- Cc1cc(C)n(Cc2ccc(C(=O)N/N=C/c3ccc(-c4ccc([N+](=O)[O-])cc4)o3)o2)n1
 : 6.3µM* | -24% | 2.7µM* | 20µM* | 10µM* | 25µM* | 50µM* | 16µM* | 2µM*
- O=C(Cn1c(NCCO)nc2ccccc21)NCCc1ccc(F)cc1
 : -16% | . | 6% | 0% | -6% | -9% | -10% | -4% | 33%
- Cc1ccc(S(=O)(=O)NC(=O)NCc2ccccn2)cc1
 : 1% | -39% | 0% | ? | 18% | -15%[60.1 µM] | -22% | -1% | -10%

# Other compounds follow:
# Values run as follows: Pol eta inh | G9a block | APEX1 inh | BAZ2B inh | Pol iota inh | Pol kappa inh | JMJD2A Tudor | BLM helicase inh | POLB inh
- CC(C)N(C(=S)Nc1cccc(S(=O)(=O)N(C)C)c1)c1ccccc1
 : -15% | ? | 1% | -5% | ? | 2% | -6% | 1% | -27%
- Cc1nn(-c2ccccc2)c2nc3c(cc12)C(=O)CCC3
 : -22% | 53%[activator][59 µM] | 2% | -5% | -20% | -14% | 13% | -14% | 10%
- O=C(N/N=C/c1cn[nH]c1-c1ccc(Cl)cc1)c1ccc([N+](=O)[O-])cc1
 : -28% | 3% | -1% | ? | 12% | -19% | -30% | ? | ?
- Cc1ccccc1NC(=O)COC(=O)c1ccc(S(=O)(=O)N2CCCC2)cc1
 : -13% | -15%[12.7 µM] | 4% | -8% | 33%[activator] | 7% | 11% | . | .
- FC(F)(F)c1cccnc1Oc1ccc(C2=NCCS2)cc1
 : -7% | 160%[activator] | 8% | 23% | 10% | -3% | 43%[activator] | -9% | -8%
- COc1ccccc1NC(=O)c1ccc(C)c(S(=O)(=O)N2CCCCC2)c1
 : -21% | 27% | 33% | 10% | ? | -4% | 1% | -8% | -3%
- O=C(CSc1nnc(CNC(=O)c2cccc(C(F)(F)F)c2)o1)NCC1CCCO1 (stereo not given)
 : -20% | 16% | 21% | 0% | 5% | -4% | 1% | 1% | 21%
- CCN(CC)CCn1c2ccccc2c2nc(C)sc21
 : -1% | -35%[12.7 µM] | 13% | -8% | -14% | -7% | -28% | -5% | 14%
- Cc1cc(=O)[nH]c(SCC(=O)Nc2cccc(C(F)(F)F)c2)n1
 : -9% | 3%[12.7 µM] | ? | 2% | -6% | -8% | -5% | -4% | -4%
- COc1ccc(C2C(C#N)=C(N)N(c3ncn[nH]3)C3=C2C(=O)CCC3)cc1 (stereo not given)
 : -3% | -15% | 4% | 79µM* | 76%[activator] | -22% | -18%[11.4 µM] | -12% | -12%
- C=CCOc1ccc(/C=N/NC(=O)CN2CCOCC2)cc1OCC
 : -16% | -3% | -3% | -9% | 38%[activator] | -1% | -4% | -6% | 0%
- C/C(=N/NC(=O)CNC(=O)Cc1ccc(Cl)cc1)c1ccco1
 : 2% | . | 1% | -5% | 32%[activator] | -16% | -5% | -9% | -11%
- O=C1CCCC2=C1C(c1ccccc1O)C1=C(CCCC1=O)O2
 : -2% | -1%[59 µM] | -2% | -5% | 4% | -6% | -8% | -3% | 16%
- COC(=O)C1=C(C)N(C2CCCC2)C(=O)C1(NC(C)=O)C(F)(F)F (stereo not given)
 : 1% | 7%[12.7 µM] | 11% | 7% | 12% | -17% | -6% | 1% | 4%
